HCMV inh: qHTS Assay for inhibitors of the human cytomegalovirus (HCMV) | HFF cells, HCMV-luciferase reporter, 72 h; stronger effect = lower value | activity change, negative = inhibition, % at 57.5 µM | 410,000 tested, 4.5% active | AID 1259415, 2018; in the data active = activity change below about -60%; inconclusive = no clear call, values can overlap the other calls; inactive = above about -39%
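After 16 h attachment at 37C, HFF cells received test compound and HCMV-luciferase (1 PFU/cell); reporter luminescence read 72 h later, data normalized against buffer-only and known inhibitor Salinomycin.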
AMA1 RON2 block: qHTS for Inhibitors of AMA1-RON; Towards Development of Antimalarial Drug Lead: Primary Screen; AlphaScreen AMA1-biotinylated RON2 peptide binding; Potency, µM (titrated, usually from 58.2 µM), inactives show at the top dose activity change, negative = inhibition, hits mostly inhibitors; Plasmodium falciparum AMA1 (3D7) - RON2 peptide interaction; AID 720542, 2013; 360,000 tested, 0.2% active;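 note: potency is the fitted concentration of half-maximal effect; 0% = vehicle wells and -100% = peptide control; nearly all actives have a fitted effect of over 45% in size; some results filed as inactive show a strong effect at the top dose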
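AMA1 (3D7) with his tag at 25 nM final met compounds first, then biotinylated RON2 peptide at 25 nM; detection used donor plus acceptor beads, 10 µg/mL apiece, read by AlphaScreen after 30 min at room temperature.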
LmPK inhibitor: qHTS Assay for Inhibitors of Leishmania Mexicana Pyruvate Kinase (LmPK); purified LmPK, Kinase-Glo ATP luminescence, 1 h; Potency, µM (doses to about 57.5 µM), without a hit: at the highest dose activity change, negative = inhibition, most hits filed as inhibitors; 290,000 tested, 0.37% active; note: potency is the fitted concentration of half-maximal effect
Target sequence (Q27686 whole entry, looked up): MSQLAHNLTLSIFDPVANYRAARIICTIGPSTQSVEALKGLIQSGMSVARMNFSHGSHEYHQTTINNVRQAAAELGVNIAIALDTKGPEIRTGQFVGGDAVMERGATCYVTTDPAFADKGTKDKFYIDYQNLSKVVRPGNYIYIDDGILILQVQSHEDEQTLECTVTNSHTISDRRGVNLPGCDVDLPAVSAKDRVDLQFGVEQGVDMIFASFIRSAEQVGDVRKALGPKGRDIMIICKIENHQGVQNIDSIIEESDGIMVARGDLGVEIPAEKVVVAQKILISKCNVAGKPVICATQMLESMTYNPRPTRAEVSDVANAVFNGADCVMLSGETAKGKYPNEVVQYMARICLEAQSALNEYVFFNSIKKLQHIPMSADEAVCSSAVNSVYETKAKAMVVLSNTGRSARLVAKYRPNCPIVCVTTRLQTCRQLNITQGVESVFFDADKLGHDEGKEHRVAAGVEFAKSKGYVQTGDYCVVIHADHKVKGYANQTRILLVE
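qHTS format; LmPK 0.1 nM; substrates PEP 0.5 mM and ADP 0.1 mM. One-hour room-temperature incubation, then coupled luciferase luminescence; 0.5 nM enzyme wells mark activation.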
HCV inh: qHTS Assay for Inhibitors of Hepatitis C Virus (HCV) | Huh7.5.1 HCVcc-Cre infection, luciferase reporter, 44 h | Potency, µM (series often up to 41.8 µM), for inactives: at the top dose activity change, negative = inhibition, most hits filed as inhibitors | 340,000 tested, 3.4% active; note: potency is the fitted concentration of half-maximal effect
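Infectious HCVcc-Cre (~0.5 moi) was added to cells just after compound, with cells seeded 4 h earlier at 1,000 per well. Luciferase activity after 44 h culture reported infection; substrate was incubated 15 min at room temperature before reading.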
TbPYK inhibitor: qHTS of Trypanosoma Brucei Inhibitors; 410,000 tested, 0.12% active; TbPYK enzyme, Kinase-Glo Plus ATP luminescence, 45 min; Potency, µM (titrated, usually from 76.8 µM), without a hit: top-dose activity, negative = inhibition, actives largely listed as inhibitors; note: potency is the fitted concentration of half-maximal effect; nearly all actives have a fitted effect of over 50% in size
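In this concentration-response screen, enzyme-free wells defined baseline while DMSO plates tracked drift. Each reaction combined TbPYK, substrate, compound and 130 uM ADP for 45 min at room temperature. Kinase-Glo Plus luminescence gave the signal.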
AmpC inh no detg: qHTS Inhibitors of AmpC Beta-Lactamase (assay without detergent). AID 485341, 2010. 330,000 tested, 0.52% active. Potency, µM (series often up to 57.1 µM), for the others: at the top dose activity change, negative = inhibition, actives largely listed as inhibitors. AmpC nitrocefin hydrolysis, absorbance 480 nm, 0.0001% Triton. P00811;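 note: potency is the fitted concentration of half-maximal effect; plate controls were no compound for no effect and no enzyme for full effect; nearly all actives have a fitted effect of over 20% in size; some results filed as inactive show a strong effect at the top dose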
Target sequence (P00811 whole entry, looked up): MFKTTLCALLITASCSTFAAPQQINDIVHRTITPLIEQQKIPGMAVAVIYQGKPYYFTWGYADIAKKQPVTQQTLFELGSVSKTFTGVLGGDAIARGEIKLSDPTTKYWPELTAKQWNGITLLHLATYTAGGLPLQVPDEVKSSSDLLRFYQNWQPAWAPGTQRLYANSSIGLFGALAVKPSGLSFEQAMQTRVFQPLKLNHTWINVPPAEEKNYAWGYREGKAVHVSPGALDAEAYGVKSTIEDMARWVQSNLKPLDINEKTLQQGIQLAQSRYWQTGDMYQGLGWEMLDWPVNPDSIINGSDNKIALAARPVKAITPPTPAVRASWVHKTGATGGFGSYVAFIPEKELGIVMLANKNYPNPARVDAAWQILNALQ
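20 mM phosphate pH 7.0 + 0.01% (detergent screen) or 0.0001% Triton X-100; 5.3 nM AmpC reagent; cpd preinc 15 min RT; nitrocefin (800 uM stock) to start; A480 q20 s × 4 min; Activity was normalised to no-enzyme and no-compound control wells.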
AmpC detergent: qHTS Inhibitors of AmpC Beta-Lactamase (assay with detergent); Potency, µM (doses to about 114 µM), without a hit: at the highest dose activity change, negative = inhibition, most hits filed as inhibitors; AID 485294, 2010; AmpC hydrolysis of nitrocefin, absorbance 480 nm, 0.01% Triton; 370,000 tested, 0.041% active;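 note: potency is the fitted concentration of half-maximal effect; 0% = no-compound wells and -100% = no-enzyme wells; nearly all actives have a fitted effect of over 25% in size; some results filed as inactive show a strong effect at the top dose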
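20 mM phosphate pH 7.0 + 0.01% (detergent screen) or 0.0001% Triton X-100; 5.3 nM AmpC reagent; cpd preinc 15 min RT; nitrocefin (800 uM stock) to start; A480 q20 s × 4 min; Activity was normalised to no-enzyme and no-compound control wells.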
* = called active by the depositor; ? = inconclusive; . = not tested or not shown; & = joins results of further samples; [ ] = remark or other dose. Unless noted, calls come from the whole dose curve; as a rule, active = well fitted curve in the direction sought with a large enough effect; inconclusive = small, poorly fitted or top-dose-only effect, or another doubt; inactive = no such curve, though single readings can be large; an effect the other way counts as inactive or inconclusive. Unless noted, % is set by controls: 0 for no effect and ±100 for the full control effect.

entry | structure | TbPYK inhibitor | LmPK inhibitor | AmpC detergent | AmpC inh no detg | HCV inh | HCMV inh | AMA1 RON2 block
1 | COC(=O)N/N=C/c1ccc([N+](=O)[O-])s1 | -29% | 0% | -12% | -9% | ? | -28 | 19%
2 | CCOc1ccccc1Oc1cn[nH]c1-c1ccc(OCC(=O)NN)cc1O | 0% | -1% | -2% | 11% | ? | 53 | 105%[activator]
3 | COc1cc(CNc2nc3ccccc3n2Cc2ccccc2)ccc1O | 3% | . | . | . | . | -10 | -7%
4 | CCOc1ccc(NC(=O)Cn2nnc(-c3ccccc3NC(=O)c3cccs3)n2)cc1 | -21% | 0% | 1% | -12% | 2% | -26 | 2%
5 | COc1ccc(C(=O)Nc2nc3n(n2)C(c2ccccc2)C=C(c2ccccc2)N3)cc1 (stereo not drawn) | -5% | . | 2% | . | . | -13 | .
6 | O=[N+]([O-])c1ccc(N2CCCC2)nc1 | -4% | 1% | -14% | -18% | 0% | 39 | -2%
7 | COc1ccc(CCN2CC(C(=O)N(C)CCn3nc(C)cc3C)CCC2=O)cc1 (stereo not drawn) | 0% | -1% | -2% | 18% | 12% | 19 | -5%
8 | Cc1onc(-c2c(F)cccc2Cl)c1C(=O)NCc1ccc(F)cc1 | -10% | 4% | 7% | -26% | 14% | 1 | 0%

Three compounds picked at random from the list so far, as already listed:
entry | structure | TbPYK inhibitor | LmPK inhibitor | AmpC detergent | AmpC inh no detg | HCV inh | HCMV inh | AMA1 RON2 block
2 | CCOc1ccccc1Oc1cn[nH]c1-c1ccc(OCC(=O)NN)cc1O | 0% | -1% | -2% | 11% | ? | 53 | 105%[activator]
4 | CCOc1ccc(NC(=O)Cn2nnc(-c3ccccc3NC(=O)c3cccs3)n2)cc1 | -21% | 0% | 1% | -12% | 2% | -26 | 2%
7 | COc1ccc(CCN2CC(C(=O)N(C)CCn3nc(C)cc3C)CCC2=O)cc1 (stereo not drawn) | 0% | -1% | -2% | 18% | 12% | 19 | -5%

(listing goes on)
entry | structure | TbPYK inhibitor | LmPK inhibitor | AmpC detergent | AmpC inh no detg | HCV inh | HCMV inh | AMA1 RON2 block
9 | O=C(O)c1cc(NC(=S)NC(=O)C(c2ccccc2)c2ccccc2)ccc1Cl | -11% | -3% | -3% | -37% | 15% | 51 | 14%
10 | CCOC(=O)c1[nH]c(C)c(C(=O)N2CCN(c3ccccc3OC)CC2)c1C | 1% | 15% | 4% | 97%[activator] | 10% | 43 | 12%
11 | COc1ccccc1C(=O)NCCC(=O)NC1CCC(C)CC1 (stereo not drawn) | 27% | . | 4% | -9% | 15% | 7 | -9%
12 | CCN1CCN(C(=O)CSc2nc3c(c(=O)n(C)c(=O)n3C)n2C)CC1 | 5% | 1% | 2% | -2% | 19% | 36 | -8%
13 | COc1ccc(-c2sc(NC(C)=O)nc2-c2ccccc2)cc1 | 5% | 0% | -1% | -14% | ? | 12 | ?
14 | Cc1c(C)n2c(SCC(=O)NC3CCCCC3)nnc2[nH]c1=O | 0% | . | ? | ? | -1%[8.37 µM] | -19 | 1%
15 | CCN1CCN(Cc2ccc(NC(=O)c3cc(NC(=O)c4cnn(-c5ccccc5)c4N)cc(OC)c3)cc2C(F)(F)F)CC1 | -3% | -2% | 6% | 35% | 6%[8.37 µM] | -36 | -12%
16 | Cc1ccc(NC(=O)C2CCCN(C(=O)c3ccc(Cl)cc3)C2)c(C)c1 (stereo not drawn) | -4% | 0% | 1% | 53% | -1% | -3 | -11%
17 | Cc1cc(C)c(NC(=O)CSc2nc3ccc(NC(=O)CSc4nnnn4-c4ccccc4)cc3s2)c(C)c1 | 3% | 6% | ? | ? | -25% | 13 | 3%
18 | Cc1nc2cccnc2n1-c1cccc(C(=O)N2CCN(c3ccc(Cl)cc3)CC2)c1 | 1%[15.4 µM] | . | -1% | . | . | ? | .
19 | COc1ccccc1COc1cccn2c(N(C)C(=O)CCC3CCCC3)c(C)nc12 | -8% | . | . | . | . | -15 | -14%
20 | C[C@H](CO)N1C[C@H](C)[C@@H](CN(C)Cc2ccccc2)Oc2ccc(NC(=O)CCCCCC(=O)Nc3ccccc3N)cc2C1=O | -2% | . | . | 179%[activator] | ? | -31 | -11%
21 | CCCOc1ccc(NC(=O)CC2C(=O)N(c3cccc(C)c3)C(=O)N2CCc2ccncc2)cc1 (stereo not drawn) | 3% | . | 18% | . | . | -7 | .
22 | COc1ccc(OCc2nnc(SCC(=O)c3c(N)n(C)c(=O)n(C)c3=O)n2-c2ccccc2F)cc1 | . | 0% | 0% | -10% | . | . | .
23 | COc1ccc(CNC(=O)c2ccc(NC(=O)N3CCSc4ncccc43)cc2)cc1OC | -2%[15.4 µM] | . | 8% | . | . | 0 | .
24 | COCCNS(=O)(=O)c1ccc(C)c(C)c1C | 0% | 0% | -5% | -3%[2.29 µM] | -13% | 1 | 1%
25 | COc1ccc(NC(=O)c2oc3ccccc3c2NC(=O)C23CC4CC(CC(C4)C2)C3)cc1 | 0% | . | -6% | . | . | -17 | .
26 | COc1cccc(CNC(=O)C2CCCN(S(=O)(=O)c3cccc4nonc34)C2)c1 (stereo not drawn) | 5% | 1% | -18% | -38% | 0% | 2 | 5%
27 | O=C(O)c1ccc2c(c1)NC(=O)C(N1CCCC1)S2 (stereo not drawn) | -35% | 8% | 5% | -16% | 9% | -5 | 6%
28 | CC(=O)Nc1nc(S(=O)(=O)c2ccc(C)cc2)c(Cl)s1 | -1% | 5% | -1% | -3% | -22% | -18 | 6%
29 | O=C(CN1C2CCC1CC(O)(c1cccnc1)C2)Nc1ccc2c(c1)OCO2 (stereo not drawn) | -1% | 3% | 3% | -32% | -3% | 11 | -12%
30 | Cc1ccc(S(=O)(=O)N2CCCCC2)cc1NC(=O)COC(=O)Cc1cccc2ccccc12 | 4% | 6% | -6% | -13% | ? | -26 | -3%
31 | O=C(COC(=O)c1ccc2c(c1)OCCO2)Nc1ccccc1C(F)(F)F | -6% | . | . | . | . | 4 | 10%
32 | COc1cc(NC(=O)c2ccc(-c3cccc(F)c3)o2)ccc1NC(=O)c1ccccc1Cl | 1% | . | . | -27% | 7.1µM* | 11 | -2%
33 | COc1cccc(CN2CC(C(=O)NCc3ccc(C)o3)CCC2=O)c1 (stereo not drawn) | -16% | 2% | ? | -1% | 15% | -26 | 18%
34 | COc1cccc(-c2nnn(CC(=O)N(CC(C)C)C3CCS(=O)(=O)C3)n2)c1 (stereo not drawn) | -3% | . | ? | 38% | 0% | -34 | 9%
35 | O=C(CSc1nc2[nH]ncc2c(=O)[nH]1)Nc1cc(C(F)(F)F)ccc1Cl | -13% | . | . | . | . | -1 | -1%
36 | O=C(Nc1cccc(C(F)(F)F)c1)c1csc([C@@H]2O[C@H](CO)[C@@H](O)[C@H]2O)n1 | 1% | . | . | . | . | 49 | 2%
37 | Cn1cccc1C(=O)C(=O)Nc1cc(Cl)cc(Cl)c1 | ? | ? | -11% | -27% | -10% | 33 | 4%
38 | CCc1ccc(N2C(=O)C(Cl)=C(N3CCOCC3)C2=O)cc1 | -10% | 2% | 4% | -14% | 32%[activator] | -10 | -6%
39 | Cc1cc(C)cc(OCC(=O)NNC(=O)c2cc3ccccc3o2)c1 | 4% | -2% | -8% | -16% | 3% | -17 | 45%[activator]
40 | CC(=O)Nc1ccc(S(=O)(=O)NCC2CCC(C(=O)NCCCN3CCCC3=O)CC2)cc1 (stereo not drawn) | 2% | 4% | ? | -25% | 2%&-7% | -3 | -3%
41 | COc1ccc2nc(NC(=O)CSc3nc(C)cc(=O)[nH]3)sc2c1 | -19% | 5% | -2% | -25% | 3% | 53 | -11%
42 | Nc1c([N+](=O)[O-])cc2c3c(cccc13)CC2 | 5% | . | . | . | . | -20 | -27%
43 | Fc1ccc(-n2cc(-c3ccccc3)c3c(N4CCOCC4)ncnc32)cc1 | -22% | 18% | 1% | 77%[activator] | ? | 49 | -24%
44 | COCc1cc(C)nc(N2CCNCC2)c1C#N | 0% | -1% | -7% | -12% | 3% | 6 | -5%
45 | CCCCNC(=O)C1CCCN1S(=O)(=O)c1cccc2nsnc12 (stereo not drawn) | 4% | -3% | -2% | -6% | -2% | -22 | 5%
46 | Cc1ccc(NC(=O)CNC(=O)Cc2cccc3ccccc23)nc1 | -1% | -3% | -7% | -33% | -6% | -23 | 8%
47 | CC(C)(C)c1cc(C(=O)NNS(=O)(=O)c2ccccc2)n[nH]1 | 0% | -2% | 7% | -16% | ? | -12 | 17%
48 | COc1ccc(C(=O)C2CCCN(Cc3nc4ccccc4nc3C)C2)cc1OC (stereo not drawn) | -14% | 8% | 4% | 67%[activator] | -18% | 29 | 0%
49 | O=C(NCCc1ccncc1)Nc1ccc(Cl)cc1 | -10% | 4% | -19% | -8% | 11% | -21 | 0%
50 | CC1(C)CC(=O)c2cc(-c3nc(-c4ccc(Cl)cc4)cs3)c(=O)[nH]c2C1 | 1% | . | 18% | . | . | -4 | .
51 | CSCCC(NC(=O)c1ccco1)C(=O)N1CCC(C(N)=O)CC1 (stereo not drawn) | 0% | . | -12% | -18% | 14% | -18 | 102%[activator]
52 | O=C(NCc1cccnc1)c1csc([C@@H]2O[C@H](CO)[C@H](O)[C@H](O)[C@H]2O)n1 | -3% | . | . | . | . | 19 | -1%
53 | CCN(C(=O)COC(=O)c1cc2c(s1)CCCCC2)C1CCS(=O)(=O)C1 (stereo not drawn) | -1% | -1% | 1% | 93%[activator] | . | 9 | -2%
54 | Cc1nc(=O)c(-c2ccccc2)c(C)n1-c1ccccc1Cl | 2% | . | . | . | 18% | 7 | -21%
55 | COc1cccc(-c2nc(CS(=O)(=O)CC(=O)NCCc3ccc(Cl)cc3)c(C)o2)c1 | 0% | . | 3% | . | . | -18 | .
56 | CC(=O)c1cccc(NC(=O)c2cccc(NC(=O)c3ccco3)c2)c1 | 0% | -2% | 1% | -21% | -1% | 16 | ?
57 | CCc1nc(CN2CCN(Cc3ccc(F)c(F)c3)C(CCO)C2)c(C)[nH]1 (stereo not drawn) | 6% | 5% | 7% | 12% | -23% | -19 | 34%[activator]
58 | CC(=O)N[C@@H](Cc1c[nH]c2ccccc12)C(=O)OCC(=O)Nc1ccc2c(c1)OCO2 | 5% | . | . | . | 5% | ? | 0%
